From PubChem
TRPV1 ag – agonists of human vanilloid receptor 1 (TRPV1) | Q8NER1 | TRPV1-expressing cells, Fluo-8 calcium influx, agonist mode | activation, % at 8.33 µM | 320,000 compounds, 0.19% hits | AID 540275; in the data active = activation above about 80%; inconclusive = between about 30% and that limit; also: 0% is about no effect
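Fluo-8 calcium influx in TRPV1-expressing cells, kinetic read (ex 480/em 520 nm). Compound added and read 3 min for agonist activity, followed by capsaicin at EC20 final and 2 min further read for enhancement.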
MLL CXXC-DNA inh – MLL CXXC-DNA interaction inhibition. MLL-CXXC / FITC-HOXA9 DNA fluorescence polarization. Potency, µM (series often up to 115 µM), for inactives: at the top dose activity change, negative = inhibition, hits mostly inhibitors. 290,000 compounds, 0.037% hits; active = well fitted inhibition curve with a large enough effect in the polarisation, with a control signal flat, not every such curve was filed as active; inconclusive = small, poorly fitted or top-dose-only effect, or effect the other way, or a change in a side signal; inactive = no such curve, though single readings can be large or run the other way; the % refers to the polarisation; also: potency is read from the fitted curve at half-maximal effect
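Purified MLL-CXXC (added from a 7 uM solution) was preincubated 5 min at ambient with pinned compounds in 50 mM Tris-HCl pH 7.5, 50 mM NaCl, 1 mM DTT, 0.05% BSA. Fluorescein-labeled HOX-A9 DNA (50 nM solution) followed, 30 min, then polarization read.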
B2AR arrestin – agonists driving beta-arrestin recruitment to human beta2-adrenergic receptor | P07550 | 330,000 compounds, 0.02% hits | AID 492947 | beta-arrestin recruitment to beta2AR, cell-based reporter | Potency, µM (highest dose often 46.1 µM), for inactives: top-dose activation, most hits filed as activators;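 also: potency is read from the fitted curve at half-maximal effect; 0% = DMSO controls and full agonism = EC100 isoproterenol or metaproterenol; nearly all actives have a fitted effect of over 65% in size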
Target sequence (P07550 whole entry, looked up): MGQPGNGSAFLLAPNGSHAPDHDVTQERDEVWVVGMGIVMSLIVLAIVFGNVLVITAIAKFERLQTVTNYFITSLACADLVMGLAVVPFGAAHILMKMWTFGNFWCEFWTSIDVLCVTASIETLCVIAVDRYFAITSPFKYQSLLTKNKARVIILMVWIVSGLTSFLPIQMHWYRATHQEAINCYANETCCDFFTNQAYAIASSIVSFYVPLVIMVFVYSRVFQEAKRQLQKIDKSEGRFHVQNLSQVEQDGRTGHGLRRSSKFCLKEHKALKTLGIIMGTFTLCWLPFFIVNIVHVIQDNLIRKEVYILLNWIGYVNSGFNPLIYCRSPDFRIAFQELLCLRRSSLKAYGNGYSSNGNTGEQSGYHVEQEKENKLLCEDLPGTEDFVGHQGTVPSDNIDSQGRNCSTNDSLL
PKM2 act – increases activity of human pyruvate kinase M2 | purified PKM2, Kinase-Glo ATP luminescence, activation; response scale: 0% is enzyme alone, no compound | Potency, µM (doses to about 57.5 µM), without a hit: at the highest dose activation, hits mostly activators | 260,000 compounds, 0.34% hits; also: potency is read from the fitted curve at half-maximal effect; % is scaled to controls: 0 for no effect and ±100 for the full control effect; nearly all actives have a fitted effect of over 55% in size
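hPK-M2, >95% pure; 0.1 mM ADP / 0.5 mM PEP final; imidazole pH7.2 buffer w/ 7 mM MgCl2, 50 mM KCl; 1 h RT; Kinase-Glo lum. Intermediate enzyme activity for dual inhibitor/activator qHTS.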
KCNH2 3.1 inh – inhibitors of human KCNH2 3.1 potassium channel isoform; U2OS KCNH2 3.1, thallium flux FluxOr; stronger effect = lower value; activity change, % (tested at about 1.8 µM); 340,000 compounds, 0.95% hits; AID 720553;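 active = maximum activity change below -70%; inconclusive = maximum activity change from -70% to -50%; inactive = maximum activity change above -50%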;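 also: thallium influx rate constant from kinetic fluorescence after stimulation buffer; % is scaled to controls: 0 for no effect and ±100 for the full control effect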
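Steps: virus added to U2OS suspension (4 h, RT, dark); medium with 10% FBS added, cells plated, 37 C overnight; FluxOr/Red40 loading buffer 45 min RT; stimulation buffer, 2 min kinetic read; rate constant normalized.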
Giardia kill – kills Giardia lamblia; Giardia lamblia trophozoite viability; activity change, % at 7.66 µM, hits read low; 340,000 compounds, 0.15% hits; in the data active = activity change below about -80%; inconclusive = between about -30% and that limit;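 also: parasites exposed to compound for two days anaerobically before the ATP read; % is scaled to controls: 0 for no effect and ±100 for the full control effect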
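Luminescence from cellular ATP indicates surviving trophozoites (100 cells/well) following 48 hrs anaerobic compound treatment at 37 deg C; signal develops 15-30 min at room temperature.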
hERG WT inh – KCNH2 (human, wildtype) channel inhibition | 340,000 compounds, 0.37% hits | activity change, % at 1.84 µM | Q12809 | AID 720551 | U2OS, BacMam KCNH2, thallium flux FluxOr; stronger effect = lower value;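 active = maximum activity change below -70%; inconclusive = maximum activity change between -70% and -50%; inactive = maximum activity change above -50%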; also: % is scaled to controls: 0 for no effect and ±100 for the full control effect
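U2OS cells were transduced with wild-type KCNH2 virus (2.03 x 10^8 / mL) for 4 h at room temperature, then cultured overnight at 37 C. Thallium flux was read with FluxOr dye. Rate constants were normalized to DMSO controls.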
USP2a inh – inhibitors of human ubiquitin-specific protease USP2a; AID 463254; Potency, µM (highest dose often 38.3 µM), without a hit: top-dose activity change, negative = inhibition, most hits filed as inhibitors; 330,000 compounds, 0.01% hits; USP2 core, Ub-CHOP2 coupled fluorogenic reporter, 485/531; O75604;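 also: potency is read from the fitted curve at half-maximal effect; plate controls were DMSO wells for no effect and full inhibition by NEM control for full effect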
Target sequence (O75604 whole entry, looked up): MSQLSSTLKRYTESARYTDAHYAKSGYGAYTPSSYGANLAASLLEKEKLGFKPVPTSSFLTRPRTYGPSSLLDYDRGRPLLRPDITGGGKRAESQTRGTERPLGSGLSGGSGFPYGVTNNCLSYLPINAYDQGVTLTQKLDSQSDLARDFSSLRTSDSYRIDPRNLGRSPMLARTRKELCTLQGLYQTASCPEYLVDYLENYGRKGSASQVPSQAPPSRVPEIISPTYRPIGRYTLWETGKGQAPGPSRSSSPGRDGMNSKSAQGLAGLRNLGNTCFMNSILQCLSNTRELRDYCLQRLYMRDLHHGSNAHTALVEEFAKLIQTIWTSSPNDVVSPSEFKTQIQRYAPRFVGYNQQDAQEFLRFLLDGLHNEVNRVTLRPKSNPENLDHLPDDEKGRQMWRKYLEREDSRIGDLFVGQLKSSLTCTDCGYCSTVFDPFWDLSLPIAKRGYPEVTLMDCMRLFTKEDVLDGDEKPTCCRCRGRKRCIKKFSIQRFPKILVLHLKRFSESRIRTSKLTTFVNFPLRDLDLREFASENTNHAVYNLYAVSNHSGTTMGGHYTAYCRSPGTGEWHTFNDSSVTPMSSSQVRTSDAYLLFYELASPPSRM
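Cell-free coupled assay: 10nM USP2 core preincubated 30min RT with compound in Tris-HCl pH 8.0/CaCl2/CHAPS buffer, then 25nM Ub-CHOP2 and 25nM reporter substrate; fluorescence (Ex 485/Em 531) read after 60min RT, normalized to NEM inhibition, concentration-response curves fitted.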
GALK inhibitor – galactokinase (human) inhibition; P51570; Purified GALK, Kinase-Glo residual ATP luminescence; Potency, µM (highest dose often 57.5 µM), for the others: top-dose activity change, negative = inhibition, usual class: inhibitors; 270,000 compounds, 0.007% hits; also: potency is read from the fitted curve at half-maximal effect; % is scaled to controls: 0 for no effect and ±100 for the full control effect
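ATP-depletion format; final 35 uM ATP, 100 uM D-galactose, 5 nM enzyme; pH 8.0 HEPES/Mg2+ buffer; 60 min RT; luminescence read 10 min after detection reagent.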
Menin MLL FP TR – displaces Texas Red mutant MLL peptide from human menin; O00255; Menin + Texas Red MLL mutant peptide, fluorescence polarization; Potency, µM (doses to about 61.6 µM), without a hit: top-dose FP activity change, negative = inhibition, actives largely listed as inhibitors; 270,000 compounds, 0.23% hits; AID 1768; active = well fitted inhibition curve with a large enough effect in the polarisation, with a control signal flat, not every such curve was filed as active; inconclusive = small, poorly fitted or top-dose-only effect, or effect the other way, or a change in a side signal; inactive = no such curve, though single readings can be large or run the other way; the % refers to the polarisation; also: potency is read from the fitted curve at half-maximal effect; % of control where 0% means no effect; many of its hits are not listed in these tables
FBPA coupling cs – coupling enzyme interference in Giardia aldolase counter-screen | coupling enzyme system counterscreen, AmpLite Red fluorescence | 290,000 compounds, 0.67% hits | activity change, negative = inhibition, % at 58.2 µM, hits read low; in the data active = activity change below about -30%; also: % is scaled to controls: 0 for no effect and ±100 for the full control effect
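Activity here indicates interference with the coupling reaction, not aldolase inhibition. Compounds at 57.5 uM final met coupling enzymes for 10 min at RT; substrate and AmpLite Red detection followed, with a 525/598 nm fluorescence read after 20 min.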
Numbers without * were called inactive; ? = inconclusive; / = no result given; & = joins results of further samples; [ ] = remark or other dose. Unless noted, calls follow the shape of the dose curve; as a rule, active = well fitted curve in the direction sought with a large enough effect; inconclusive = small, poorly fitted or top-dose-only effect, or another doubt; inactive = no such curve, though single readings can be large; an effect the other way counts as inactive or inconclusive. Not all compounds are listed; rates above refer to the full screens.

| canonical_smiles | TRPV1 ag | MLL CXXC-DNA inh | B2AR arrestin | PKM2 act | KCNH2 3.1 inh | Giardia kill | hERG WT inh | USP2a inh | GALK inhibitor | Menin MLL FP TR | FBPA coupling cs |
| --- | --- | --- | --- | --- | --- | --- | --- | --- | --- | --- | --- |
| CCOc1ccc(Br)cc1S(=O)(=O)NC1CC(C)(C)NC(C)(C)C1 | 0 | 18% | -0.2% | 2% | 15 | 5 | 6 | 0% | -4% | -2% | -1 |
| CC(=O)c1cccc(N(CC(=O)Nc2ccccc2F)S(C)(=O)=O)c1 | -3 | 0% | 0.1% | 6% | -1 | -14 | -2 | 2% | 8% | 9% | 3 |
| CCC(=O)OCCNc1cc(Sc2nc3ccccc3[nH]2)c2nonc2c1[N+](=O)[O-] | -1 | 9% | -0.4% | ? | -19 | -6 | -16 | 2% | -2% | 10% | -2 |
| N/C(COc1cc(Cl)cc(Cl)c1)=N\O | 5 | -4% | -0.7% | 0% | 0 | 11 | 1 | 3% | 4% | / | -1 |
| O=C(CN1CCCC1)Nc1ccc(OCc2ccccc2)cc1 | 3 | 11% | -0.4% | -1% | 7 | -23 | -6 | 1% | 9% | -20% | 2 |
| NC1=NC(c2ccccc2)=NC1(NC(=O)c1ccccc1)C(Cl)Cl (stereo not given) | -2 | -10% | -0.2% | 0% | 11 | -1 | -2 | 0% | 5% | / | 4 |
| CS(=O)(=O)N(CC(=O)Nc1ccc2c(c1)OCO2)c1ccccc1 | -1 | -5% | -0.6% | 1% | 19 | -3 | 8 | 1% | 6% | 7% | 0 |
| COc1ccc(Cc2nc3ccc(C(=O)NCc4ncc(C)[nH]4)cc3o2)cc1OC | -3 | 7% | 0.5% | / | -5 | 6 | -20 | 1% | -1% | -2% | 4 |
| OC(CNC1Cc2ccccc2C1)COc1ccc(F)cc1 (stereo not given) | 21 | -5% | -0.9% | -5% | -13 | 24 | 1 | 0% | / | / | 1 |
| O=C(O)c1ccccc1C(=O)Nc1ccc(Oc2cccc(C(F)(F)F)c2)nc1 | 7 | 3% | -0.4% | 1% | -1 | -6 | -5 | 1% | 2% | / | -5 |
| CCCc1cc(=O)oc2c(C)c(OCC(=O)NCCN3CCOCC3)ccc12 | 0 | -5% | 0.1% | 0%[0.46 µM] | 13 | 0 | -11 | 2% | 5% | -22% | 2 |
| O=C(CCn1c(=O)oc2ccccc21)N(Cc1ccccc1)c1ccccc1 | ? | 3% | -0.3% | 0% | -31 | -23 | -4 | 2% | -1% | ? | 0 |
| CC(=O)c1ccccc1Oc1cc(NN2CCCCC2)c([N+](=O)[O-])cc1[N+](=O)[O-] | ? | 6% | -0.6% | 0% | -19 | -14 | -10 | -2% | / | ? | 4 |
| Cc1ccc(CO/N=C/c2c(O)cc(C)oc2=O)cc1 | -1 | 6% | 0.0% | -8% | -4 | 11 | -4 | 1% | 4% | 0% | 3 |
| Cc1cc(S(=O)(=O)Nc2ccc(C(=O)NCC(c3ccco3)N(C)C)cc2)ccc1F (stereo not given) | -1 | / | 0.4% | / | -1 | -13 | 14 | 3% | / | / | / |
| O=C(O)c1ccc(COc2c(F)c(F)cc(F)c2F)o1 | -2 | -1% | 0.0% | 2% | 1 | 2 | -11 | 0% | 0% | 6% | 9 |
| O=C(Nc1ccccn1)c1cc(-c2cccnc2)nc2ccc(Br)cc12 | -2 | 1% | -0.1% | -2% | -4 | 12 | 5 | 2% | -1% | 22% | 0 |
| O=[N+]([O-])c1ccc2c(c1)nc1n2CCN(CC2CCCO2)C1 (stereo not given) | 4 | 1% | -0.5% | 3% | -20 | 7 | -4 | 0% | -1% | -9% | 0 |
| N#CCCN(C(=O)COC(=O)CCc1ccccc1)c1ccccc1 | 0 | -5% | 0.1% | 0% | 14 | -7 | -1 | -1% | 17% | ? | 2 |
| COc1ccc(C(=O)Nc2ccc(CN3CCCCC3)cc2)cc1 | 13 | -1% | -0.2% | 1% | -15 | 11 | 3 | 0% | 1% | -12% | 0 |

Compounds above containing a Cl atom (2):
| canonical_smiles | TRPV1 ag | MLL CXXC-DNA inh | B2AR arrestin | PKM2 act | KCNH2 3.1 inh | Giardia kill | hERG WT inh | USP2a inh | GALK inhibitor | Menin MLL FP TR | FBPA coupling cs |
| --- | --- | --- | --- | --- | --- | --- | --- | --- | --- | --- | --- |
| N/C(COc1cc(Cl)cc(Cl)c1)=N\O | 5 | -4% | -0.7% | 0% | 0 | 11 | 1 | 3% | 4% | / | -1 |
| NC1=NC(c2ccccc2)=NC1(NC(=O)c1ccccc1)C(Cl)Cl (stereo not given) | -2 | -10% | -0.2% | 0% | 11 | -1 | -2 | 0% | 5% | / | 4 |

Later entries:
| canonical_smiles | TRPV1 ag | MLL CXXC-DNA inh | B2AR arrestin | PKM2 act | KCNH2 3.1 inh | Giardia kill | hERG WT inh | USP2a inh | GALK inhibitor | Menin MLL FP TR | FBPA coupling cs |
| --- | --- | --- | --- | --- | --- | --- | --- | --- | --- | --- | --- |
| CSc1ccc(CCNC(=O)CCc2nnc3ccc(NCCCN4CCCC4=O)nn23)cc1 | 2 | 6% | 0.1% | -8% | -7 | -1 | 44 | 1% | -2% | 7% | 1 |
| COc1ccc(C2(c3ccc(OC)cc3)NC(=O)N(CC(=O)Nc3ccccc3C(F)(F)F)C2=O)cc1 | 0 | -7% | 0.2% | 9% | -1 | 10 | -17 | -1% | 0% | / | / |
| O=C(COC(=O)c1cc(Cl)nc(Cl)c1)NCCc1ccc(F)cc1 | / | / | -1.5% | / | -24 | ? | -1 | 0% | / | / | / |
| COCCCNC(=O)N1c2ccccc2Sc2ccccc21 | 2 | 0% | -1.2% | 2%[11.5 µM] | 6 | -28 | -4 | 1% | -2% | -18% | 0 |
| O=C(O)c1ccccc1C(=O)NC1Cc2ccccc2C1 | -3 | 0% | -0.1% | -5% | 1 | -2 | -3 | 3% | 1% | / | 3 |
| C=CCN1C(=O)/C(=C2/Sc3ccc(OC)cc3N2C)SC1=Nc1ccccc1 | 2 | 23% | -0.4% | 0% | 4 | -11 | / | 6% | 12% | -5% | 0 |
| O=C(c1ccc(NC2=NC3CS(=O)(=O)CC3S2)cc1)N1CCN(Cc2ccccc2)CC1 (stereo not given) | -2 | -16% | 0.1% | -1% | -11 | 9 | -1 | -4% | 3% | 0% | 3 |
| CSc1nc(C)cc(-n2ccc(=O)[nH]c2=O)n1 | 2 | 7% | -0.1% | 2% | 3 | 7 | 2 | 5% | 3% | 2% | 0 |
| COc1ccc(-c2nc(CS(=O)(=O)CC(=O)NC3CCCCCC3)c(C)o2)cc1 | 12 | -1% | -0.2% | / | -4 | 12 | -102* | 2% | 1% | / | / |
| COC(=O)c1noc(C)c1-c1ccnn1C(=O)c1ccc(Cl)cc1 | -3 | 33%[activator] | 0.2% | 0% | 9 | 10 | -2 | 1% | 0% | / | 1 |
| CC(C)CNC(=O)c1coc(=O)c(Br)c1 | 0 | -7% | 0.0% | -1% | -11 | 29 | 3 | 6% | 2% | 14% | 2 |
| COc1ccc(C(=S)Nc2ccc(C)cc2)cc1 | ? | 9% | -0.1% | -1% | -1 | -9 | 4 | 2% | -2% | -17% | 0 |
| O=C(c1ccccc1)N1CCN(S(=O)(=O)c2ccccc2)CC1 | 0 | 0% | -1.4% | 1% | -8 | 12&16 | 4 | 2% | 1% | / | 3 |
| Cc1ccc(S(=O)(=O)N2CCCCC2CCNC(=O)C(=O)NC2CCCC2)cc1 (stereo not given) | 30 | / | 0.0% | / | 4 | -4 | 1 | -1% | / | / | / |
| O=C(Nc1ccc(F)cc1)NC1CCCCC1 | ? | 0% | 0.4% | 2% | -12 | 0 | 4 | 2% | 0% | 5% | 2 |
| COc1cc(C2c3sc(=O)[nH]c3SC3C(=O)N(c4ccc(Br)cc4)C(=O)C32)ccc1O (stereo not given) | 1 | -17% | 0.3% | -4% | -20 | 7 | -6 | 0% | -6% | / | 3 |
| CC(=O)Nc1ccc(NC(=O)c2c(-c3ccccc3Cl)noc2C)c(C)c1 | 4 | 16% | 0.3% | -1% | 12 | 6 | 0 | 1% | -1% | / | / |
| COc1ccccc1C(=O)Nc1cccnc1 | 0 | 1% | 0.0% | 2% | 10 | 1 | 0 | 1% | 1% | -13% | -2 |
| CCOc1ccc(C(=O)NC(C(=O)NCC2CCCO2)C(C)C)cc1 (stereo not given) | 0 | 11% | -0.2% | -1% | 11 | 4 | -4 | -1% | 1% | / | -6 |
| COc1ccc(NC(=O)c2ccccc2NS(=O)(=O)c2ccc(C)cc2)c([N+](=O)[O-])c1 | -1 | 3% | 0.2% | 4% | -14 | -17 | 0 | 2% | 2% | ? | 6 |
